# Assay outcomes as filed in PubChem.
# NCI-60 one-dose screen, 48 h, at 10 µM unless noted. Numbers give growth in % (100 = growth as untreated, 0 = no growth, -100 = all killed).
# MCF7 – MCF7 breast cancer; hit rate 6.3% among 82,000
# MDA-MB-468 – MDA-MB-468 breast cancer | hit rate 8.5% among 78,000 | AID 2202374
# T-47D – T-47D breast cancer. hit rate 5% among 79,000. AID 1794792
# MDA-MB-231 – MDA-MB-231 breast cancer; hit rate 5% among 81,000; AID 1794789
# LOX IMVI – LOX IMVI melanoma | hit rate 7.4% among 79,000 | AID 1794757
# HS 578T – HS 578T breast cancer; hit rate 4.1% among 78,000
# BT-549 – BT-549 breast cancer; hit rate 4.4% among 78,000
# MALME-3M – MALME-3M melanoma | hit rate 5.8% among 78,000
# * marks the source's active call; other numbers are inactive results; . = not tested or not shown; & = joins results of further samples; [ ] = dose if it differs, or a comment. Rule for the calls: active = growth percent below 10; inactive = the rest.
# Sequence of screens – MALME-3M | T-47D | BT-549 | MDA-MB-231 | MDA-MB-468 | LOX IMVI | HS 578T | MCF7
- Cc1ccc(NC(=O)/C=C\C(=O)O)cc1
  92 | 110 | 104 | 111 | 125 | 99 | 122 | 98
- CC(=O)NNC(=S)/N=C/c1c(O)cc(C)oc1=O
  103 | 93 | 102 | 100 | 121 | 98 | 103 | 96
- CCOc1cc(CC[N+](C)(C)C)cc2c1ccc1ccc(OC)c(OC)c12
  83 | 88 | 67 | 103 | 21 | 99 | 88 | 95
- CCOc1ccc(CCNC(=O)c2cccs2)cc1OCC
  142 | 98 | 127 | 98 | 90 | 105 | 111 | 93
- CCOC(=O)C1=C(C)N(C(=N)/N=C/c2ccccc2)C(=S)NC1c1ccccc1 (stereo unspecified)
  102 | 99 | 101 | 99 | 93 | 102 | 102 | 100
- CC(C)C(NC(=O)CCOCCOCCOCCOc1cccc2c1C(=O)N(C1CCC(=O)NC1=O)C2=O)C(=O)N1CCN(c2cc(-c3ccccc3O)nnc2N)CC1 (stereo unspecified)
  105[1 µM] | 103[1 µM] | 100[1 µM] | 103[1 µM] | 87[1 µM] | 96[1 µM] | 96[1 µM] | 95[1 µM]
- N#CC(C#N)=C(C#N)c1c[nH]c2ccccc12
  86 | 61 | . | 85 | 39 | 82 | 88 | 75
- CN1CCN(C(=S)SCC(=O)Nc2nc3ccc(Cl)cc3s2)CC1
  164 | 84 | 92 | 98 | 97 | 85 | . | 93
- O=c1[nH]c(O)c(/C=C2\C=c3ccccc3=N\C2=N\c2nccs2)s1
  98 | 81 | 84 | 90 | 45 | 86 | 94 | 27
- CCN1C(=O)N(CC)C2Nn3c(s/c(=C4\C(=O)N(CC(C)(C)C)c5ccccc54)c3=O)=NC21 (stereo unspecified)
  80 | 66 | 90 | 72 | 42 | 86 | 81 | 49
- COc1cc(/C=C(\C#N)C(=O)c2ccccc2)cc(OC)c1OC
  94 | 101 | 96 | 98 | 102 | 95 | 99 | 99
- CCN(CC)CCCNc1nc(-c2ccc(Cl)cc2)nc2ccccc12
  96 | 93 | 105 | 102 | 113 | . | 117 | 102
- COc1c(B(O)O)cccc1-c1nc2ccc3[nH]ncc3c2c2c1CCCC2
  83 | 39 | 7.2* | 25 | 34 | -15* | 15 | 2.2*
- COC(=O)C(C)C(=O)OC
  113 | 107 | 113 | 111 | . | 103 | 107 | 94
- NC(=O)CCC(C(=O)O)N1C(=O)c2ccc(O)cc2C1=O (stereo unspecified)
  157 | 102 | 101 | 113 | 109 | 97 | 107 | 105

# Copied from the list:
# `CCOc1cc(CC[N+](C)(C)C)cc2c1ccc1ccc(OC)c(OC)c12` – HS 578T: 88
# `CN1CCN(C(=S)SCC(=O)Nc2nc3ccc(Cl)cc3s2)CC1` – T-47D: 84
# `NC(=O)CCC(C(=O)O)N1C(=O)c2ccc(O)cc2C1=O` (stereo unspecified) – MDA-MB-231: 113
# `COc1c(B(O)O)cccc1-c1nc2ccc3[nH]ncc3c2c2c1CCCC2` – T-47D: 39
# `CCOC(=O)C1=C(C)N(C(=N)/N=C/c2ccccc2)C(=S)NC1c1ccccc1` (stereo unspecified) – LOX IMVI: 102
# `CCOc1ccc(CCNC(=O)c2cccs2)cc1OCC` – BT-549: 127

# (continued)
# Sequence of screens – MALME-3M | T-47D | BT-549 | MDA-MB-231 | MDA-MB-468 | LOX IMVI | HS 578T | MCF7
- O=C(C[n+]1ccccc1Cl)c1ccccc1
  107 | 103 | 92 | 102 | 88 | 97 | 98 | 95
- CCCCn1c(=O)c(/C=C/c2cc(/C=C/c3cc4cc(Cl)ccc4n(CCCC)c3=O)n(-c3ccccc3)n2)cc2cc(Cl)ccc21
  110 | 84 | 99 | 105 | 91 | 98 | . | 92
- Nc1ccc2c(c1)C(=O)c1cc(N)c(Cl)cc1-2
  . | 63 | 95 | 93 | 15 | . | 109 | 66
- C=C(C)C(=O)Oc1ccc(N=Nc2ccc(C)cc2)ccc1=O
  . | 59 | 45 | 40 | 35 | 34 | 64 | 23
- Cc1cc(N)ccc1-c1ccc(N)cc1C
  120 | 98 | 92 | 106 | 97 | 88 | 90 | 104
- CN(C)CC(=O)Nc1cc(Cl)ccc1Oc1ccc(Cl)cc1
  . | 96 | . | 86 | 93 | 91 | 103 | 91
- CC(=O)O[C@]1(C(C)=O)CC[C@@]2(C)[C@@H]3CCC4=CC(=O)CC[C@@H]4[C@@]3(F)[C@@H](O)C[C@]12C
  59 | 95 | 77 | 102 | 113 | 110 | 111 | 94
- Nc1ccccc1NC(=O)c1ccc(CN2CCC/C(=C\c3cccc(Cl)c3)C2=O)cc1
  64 | 32 | -9.3* | -2.8* | -10* | 9.7* | 43 | 8.7*
- CCN(CC)c1ccc(-c2nc3ccccc3s2)cc1
  98 | 49 | 83 | 81 | 39 | 75 | 98 | 48
- O=C(O)c1ccc(-c2nn(-c3ccc(C(F)(F)F)cc3)cc2C(c2oc(CO)cc(=O)c2O)c2oc(CO)cc(=O)c2O)cc1
  93 | 76 | 99 | 84 | 84 | 63 | 66 | 63
- COc1ccc2c(c1)C(CCN(C)C)(CCN(C)C)C(=O)CC2
  106 | 81 | 103 | 86 | 117 | 97 | 107 | 94
- Cn1c(=O)c2c(nc(NN)n2C)n(C)c1=O
  108 | 94 | 111 | 93 | 97 | 98 | 105 | 103
- COc1ccc(C2CC(=O)Nc3c2cnn3Cc2ccco2)cc1 (stereo unspecified)
  94 | 109 | 98 | 110 | 100 | . | 109 | 92
- COc1ccccc1-c1nc2ccccc2s1
  103 | 62 | 86 | 82 | 103 | 91 | 91 | 71
- Nc1ccc(C(=O)CSc2nc3ccccc3[nH]2)cc1
  107 | 109 | 95 | 105 | 93 | 106 | 109 | 93

# One compound at a time (already shown):
# Results for Nc1ccc2c(c1)C(=O)c1cc(N)c(Cl)cc1-2 = MALME-3M = .; T-47D = 63; BT-549 = 95; MDA-MB-231 = 93; MDA-MB-468 = 15; LOX IMVI = .; HS 578T = 109; MCF7 = 66
# Results for CCN(CC)c1ccc(-c2nc3ccccc3s2)cc1 = MALME-3M = 98; T-47D = 49; BT-549 = 83; MDA-MB-231 = 81; MDA-MB-468 = 39; LOX IMVI = 75; HS 578T = 98; MCF7 = 48
# Results for COc1ccccc1-c1nc2ccccc2s1 = MALME-3M = 103; T-47D = 62; BT-549 = 86; MDA-MB-231 = 82; MDA-MB-468 = 103; LOX IMVI = 91; HS 578T = 91; MCF7 = 71

# (next part)
# Sequence of screens – MALME-3M | T-47D | BT-549 | MDA-MB-231 | MDA-MB-468 | LOX IMVI | HS 578T | MCF7
- CN(c1oc(-c2ccc(Cl)cc2)nc1C#N)S(=O)(=O)c1ccccc1
  109 | 84 | 103 | 104 | 98 | 93 | 98 | 99
- CC(C)c1ccc(C(=O)Nc2nc3ccc(O)c(CN(C)C)c3s2)cc1
  71 | 78 | 74 | 45 | 77 | 28 | 87 | 81
- Cc1ccc2oc(=O)cc(-c3nnc(N)o3)c2c1
  102 | 100 | 97 | 101 | 97 | 94 | 96 | 93
- CC(C)NC(=O)c1cc(-c2ccc(NC(=O)Nc3ccc(N4CCN(C)CC4)c(C(F)(F)F)c3)cc2)nc2cccnc12
  -96* | -17* | -95* | -92* | -91* | -99* | -42* | -76*
- COc1cc(/C=C2/C(=O)Nc3ccc(Cl)cc32)ccc1OCc1ccc(Cl)cc1
  82 | 80 | 101 | 87 | 87 | 68 | 94 | 49
- Cc1cc(C)c([I+]c2c(C)cc(C)cc2C)c(C)c1
  -52* | 0.6* | -86* | -55* | -42* | -89* | 21 | -54*
- CCCCOc1ccc(N)cn1
  100 | 87 | 80 | 96 | 99 | 94 | 110 | 92
- Cc1ccc2c(c1)C1(Nc3cc(Cl)ccc3S1)C(=O)N2C (stereo unspecified)
  116 | 85 | 106 | 85 | 97 | 79 | 81 | 85
- O=C(Nc1ccc(Nc2ccncc2)cc1)c1ccc(C(=O)Nc2ccc(Nc3ccncc3)cc2)cc1
  5.8* | 34 | 123 | 84 | 2.7* | 65 | 88 | 27
- S=C(SCc1nc(-c2ccc(Cl)cc2)no1)N1CCSCC1
  109 | 79 | 100 | 93 | 54 | 102 | 107 | 91
- COCCOc1ccc(-c2csc(NC(C)=O)n2)cc1NS(=O)(=O)c1cccc2c(N(C)C)cccc12
  84 | 68 | 105 | 80 | 90 | 98 | 88 | 85
- COc1ccc(CC[N+](C)(C)C)cc1OC
  101 | 95 | 113 | 103 | . | 88 | 124 | 89
- CC(=O)/C(Cc1ccccc1)=N/O
  104 | 90 | 91 | 100 | 99 | 94 | 100 | 94
- Cc1cccc(C(=O)O)c1O
  93&109&101&96 | 94&104&112&98 | 99&109&92&101 | 106&106&109&94 | 130&107&106&107 | 104&96&102&98 | 91&106&103&104 | 90&95&99&105
- NS(=O)(=O)c1cccc(Nc2nc(SCC(=O)c3ccc(Br)cc3)nc3c2CCC3)c1
  89 | 91 | 110 | 79 | 87 | 87 | 95 | 85
- O=C1N/C(=C\c2nc3ccccc3s2)c2ccccc21
  107 | 64 | 115 | 74 | 75 | 92 | 110 | 53
- CC1CCCCC[N+]12CCCC2 (stereo unspecified)
  100 | 107 | 107 | 99 | 99 | 96 | 112 | 97
- CC1(c2cc(NC(=O)Cc3ccc4ccccc4c3)n(C3CCCCC3)n2)CC1
  93 | 109 | 103 | 103 | 86 | 93 | 93 | 85
- Nc1n[nH]c2ccc([C@@H]3Nc4cc5[nH]ncc5cc4[C@H]4C5CCC(C5)[C@@H]34)cc12 (stereo partly specified)
  47 | 52 | 11 | 13 | . | 25 | 32 | 12
- O=C(CSc1nc2c(c(=O)[nH]1)CCCC2)NNC(=O)c1ccccc1Cl
  107 | 84 | 115 | 102 | 125 | 105 | 100 | 98
- C(=N\Nc1ccc2ccccc2n1)/c1ccccn1
  -24* | 19 | 44 | 30 | -27* | 15 | 38 | 16
- N#Cc1c(Nc2ccccc2)nn2c(-c3ccc(Cl)cc3)ccnc12
  106 | 110 | 95 | 103 | 96 | 96 | 103 | 94
- CCOC(=O)C(C#N)=C(c1ccccc1)c1ccccc1
  98 | 86 | 75 | 93 | 96 | 90 | 99 | 102
- CCC(O)(C(c1ccccc1)c1ccccn1)C(c1ccccc1)c1ccccn1 (stereo unspecified)
  94 | 92 | . | 120 | 114 | 98 | 131 | 101
- O=S1(=O)CCC(N(/N=C/c2ccco2)c2ccccc2)C1 (stereo unspecified)
  . | 103 | 101 | 112 | 108 | 94 | 94 | 96
- COc1ccc(-c2nc(N/N=C/c3ccc(F)cc3)nc(N3CCOCC3)c2C#N)cc1
  87 | 91 | 96 | 88 | 88 | 98 | 84 | 86
- COc1ccc(-c2nnc3c(/C=C/c4cccc([N+](=O)[O-])c4)nc4ccccc4n23)cc1
  91 | 97 | 111 | 96 | 84 | 98 | 93 | 52
- S=c1[nH]nc(Cn2c3ccccc3c3ccncc32)o1
  100 | 96 | 105 | 100 | 115 | 98 | 106 | 109
- CCOC(=O)NC1CC2c3ccccc3C1c1ccccc12 (stereo unspecified)
  112 | 100 | 112 | 118 | 81 | 98 | . | 101
- C=CCN1C(=O)CSC1=S
  118 | 96 | 95 | 105 | 102 | 95 | 111 | 97

# Three entries from above, sorted by count of non-hydrogen atoms, rising:
# Sequence of screens – MALME-3M | T-47D | BT-549 | MDA-MB-231 | MDA-MB-468 | LOX IMVI | HS 578T | MCF7
- CCOC(=O)C(C#N)=C(c1ccccc1)c1ccccc1
  98 | 86 | 75 | 93 | 96 | 90 | 99 | 102
- CCC(O)(C(c1ccccc1)c1ccccn1)C(c1ccccc1)c1ccccn1 (stereo unspecified)
  94 | 92 | . | 120 | 114 | 98 | 131 | 101
- COc1ccc(-c2nnc3c(/C=C/c4cccc([N+](=O)[O-])c4)nc4ccccc4n23)cc1
  91 | 97 | 111 | 96 | 84 | 98 | 93 | 52

# More entries
# Sequence of screens – MALME-3M | T-47D | BT-549 | MDA-MB-231 | MDA-MB-468 | LOX IMVI | HS 578T | MCF7
- Cc1ccccc1/C=C/c1nn2c(-c3cccnc3)nnc2s1
  116 | 99 | 113 | 107 | 107 | 103 | 112 | 93
- O=C(c1ccccc1)c1c(/C=C/c2ccc(Br)cc2)nc2ccccc2c1/C=C/c1ccc(Br)cc1
  101 | 100 | . | 100 | 105 | 90 | 86 | 93
- Nn1c(N=Nc2c(O)[nH]c3ccccc23)n[nH]c1=S
  107 | 117 | . | 98 | 113 | 104 | 110 | 95
- Nc1cc(S(N)(=O)=O)ccc1N1CCCCC1
  . | 99 | 117 | 118 | 100 | 104 | 101 | 105
- O=C(CCCCCC1CCCCC1)OC1CCCCC1
  97 | 104 | 110 | 118 | 110 | 93 | 103 | 92
- C=C1CCC2C(C)(CO)C(O)CCC2(C)C1C/C=C1/C(=O)OCC1Oc1ccccc1OC (stereo unspecified)
  111 | 64 | . | 94 | 69 | 12 | 106 | 35
- CC1Cc2cc(Cl)ccc2-n2cccc21 (stereo unspecified)
  99 | 103 | 103 | 106 | 101 | 106 | . | 102
- C[n+]1ccc(/C=N/O)cc1
  104 | 82 | 100 | 104 | 109 | 101 | 100 | 99
- COc1ccc2nc(Cl)c(-c3nc4ccccc4[nH]3)cc2c1
  111 | 113 | 108 | 88 | 91 | 94 | 81 | 78
- O=C(c1ccccc1)c1ccc2nc(-c3ccc(F)cc3)[nH]c2c1
  73 | 47 | 40 | 42 | 43 | 14 | 65 | 36
- Cc1ccnc(NC(c2ccccc2)c2ccc3cccnc3c2O)c1 (stereo unspecified)
  62 | 55 | 57 | 48 | 25 | 28 | 67 | 22
- Cc1cc(=O)oc2cc(OS(=O)(=O)N3CCCC3)ccc12
  100 | . | 113 | 104 | 98 | 102 | 96 | 96
- CCCCN1C(=O)C2C3C=CC(C3)C2C1=O (stereo unspecified)
  96 | 109 | . | 109 | 98 | 99 | 138 | 97
- FC(F)(F)c1cc(Br)cc(C(F)(F)F)c1
  131 | 104 | 108 | 109 | 99 | 104 | 123 | 101
- OC(COc1ccccc1Cl)CN1CCN(c2cccc(Cl)c2)CC1 (stereo unspecified)
  107 | 109 | 95 | 89 | 103 | 92 | 112 | 94
